Screening results as filed in PubChem.
CHO parental Ca: counter-screen for OX1R antagonists: effect in parental CHO cells; inhibition, % at 5.6 µM; parental CHO-K1, ATP-induced calcium, Fluo-8 fluorescence; actives 0.63% (n = 330,000); AID 463079;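 active = inhibition above that plate's mean sample inhibition plus 3 SD, cut at about 26% in these data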;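 note: 0% = ATP-challenged DMSO wells and 100% = DMSO wells without ATP; some compounds past the cut are filed as inactive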
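Material: Parental CHO cells | Reagent: ATP | Compound dosing: Single nominal dose of 5.6 µM per compound | Detection: Intracellular calcium via Fluo-8 no-wash fluorescent dye | Read-out: % inhibition of ATP-induced calcium mobilization | Benchmarks: Low control ATP plus DMSO, high control DMSO only | Replicates: Singlicate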
OXTR potentiator: potentiators of human oxytocin receptor. P30559. CHO-OTR cells, Fluo-8 calcium fluorescence, potentiator mode; 0% = oxytocin EC15, 100% = EC100. activation, % at 3 µM. actives 0.061% (n = 320,000). AID 2445;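 active = activation above that plate's cutoff, the mean activation of tested compounds plus 3 SD, cut at about 6.6% in these data, passing the limit was not always enough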;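 note: 100% uses oxytocin at 75 nM as the full agonist control; some results filed as inactive read as strong as hits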
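assay system = CHO-OTR cells, human receptor | schedule = compound 6 min at room temperature before oxytocin, 100 s read | detection = Fluo-8 intracellular calcium fluorescence, ex 470-495, em 515-575 nm | evaluation = normalized max/min fluorescence ratio, % activation | control set = EC15 oxytocin alone as 0%, 75 nM oxytocin (EC100) as 100%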
CHO-K1 Ca antag: counter-screen for M1 antagonists: effect in parental CHO-K1 cells. ATP-induced calcium, Fluo-8 fluorescence. inhibition, % at 3 µM. actives 0.6% (n = 360,000);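 active = inhibition above a per-plate cutoff, the plate's mean sample inhibition plus 3 SD, cut at about 24% in these data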;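 note: 0% = DMSO plus EC80 ATP and 100% = DMSO alone without ATP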
CHRM1 agonist: human M1 muscarinic receptor agonism. activation, % at 3 µM. P11229. CHO-K1 hM1, Fluo-8 calcium fluorescence, agonist mode; 0% DMSO, 100% acetylcholine EC100. actives 0.33% (n = 360,000);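 active = activation above the run's mean compound activation plus 3 SD, cut at about 16% in these data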;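 note: peak over basal fluorescence ratio within a 140 s kinetic read after compound addition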
Target sequence (P11229 whole entry, looked up): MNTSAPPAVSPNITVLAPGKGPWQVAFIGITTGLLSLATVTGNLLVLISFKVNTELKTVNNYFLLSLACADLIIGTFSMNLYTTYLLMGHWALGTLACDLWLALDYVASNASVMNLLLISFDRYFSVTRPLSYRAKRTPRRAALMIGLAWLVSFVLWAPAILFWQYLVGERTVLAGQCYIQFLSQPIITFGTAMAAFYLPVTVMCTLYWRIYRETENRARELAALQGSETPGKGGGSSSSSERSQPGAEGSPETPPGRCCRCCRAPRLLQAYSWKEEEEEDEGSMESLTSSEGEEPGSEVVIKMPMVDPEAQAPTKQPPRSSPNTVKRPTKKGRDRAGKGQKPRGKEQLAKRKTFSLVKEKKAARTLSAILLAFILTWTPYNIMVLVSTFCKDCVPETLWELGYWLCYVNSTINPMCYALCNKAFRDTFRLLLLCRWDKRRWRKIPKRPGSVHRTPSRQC
CHO-K1 Ca ag: counter-screen for M1 agonists: effect in parental CHO-K1 cells | Fluo-8 calcium fluorescence; scaled to maximal ATP response, vehicle zero | activation, % at 3 µM | actives 0.48% (n = 360,000) | AID 602248; in the data active = activation above about 15%;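 note: untransfected CHO-K1 host cells lacking M1 receptor as counterscreen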
CHRM1 antagonist: antagonists of human M1 muscarinic receptor | P11229 | CHO-K1 hM1, Fluo-8 calcium fluorescence, ACh EC80 antagonist | inhibition, % at 3 µM | actives 1.3% (n = 360,000);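 active = percent inhibition above its own plate's cutoff, namely the mean of that plate's compound wells plus 3 SD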;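 note: peak over basal fluorescence ratio during 140 s after agonist addition; 0% = ACh EC80 plus DMSO and 100% = DMSO alone without agonist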
M1 PAM: potentiates human M1 receptor response to acetylcholine | CHO-K1 hM1, Fluo-8 calcium fluorescence, ACh EC20; 0% = ACh EC20, 100% = maximal ACh | actives 0.088% (n = 360,000) | activation, % at 3 µM | P11229; in the data active = activation above about 19%, passing the limit was not always enough
CHRM4 agonist: agonists of human muscarinic M4 receptor (CHRM4); activation, % at 3 µM; P08173; CHO-K1 hM4/Gqi5, Fluo-8 calcium fluorescence; vehicle 0%, full acetylcholine response 100%; actives 0.14% (n = 360,000);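 active = activation above the run mean over all test wells plus 3 SD, cut at about 32% in these data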;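 note: peak over basal fluorescence ratio per well then scaled between controls; 0% = DMSO wells and 100% = acetylcholine at EC100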
Target sequence (P08173 whole entry, looked up): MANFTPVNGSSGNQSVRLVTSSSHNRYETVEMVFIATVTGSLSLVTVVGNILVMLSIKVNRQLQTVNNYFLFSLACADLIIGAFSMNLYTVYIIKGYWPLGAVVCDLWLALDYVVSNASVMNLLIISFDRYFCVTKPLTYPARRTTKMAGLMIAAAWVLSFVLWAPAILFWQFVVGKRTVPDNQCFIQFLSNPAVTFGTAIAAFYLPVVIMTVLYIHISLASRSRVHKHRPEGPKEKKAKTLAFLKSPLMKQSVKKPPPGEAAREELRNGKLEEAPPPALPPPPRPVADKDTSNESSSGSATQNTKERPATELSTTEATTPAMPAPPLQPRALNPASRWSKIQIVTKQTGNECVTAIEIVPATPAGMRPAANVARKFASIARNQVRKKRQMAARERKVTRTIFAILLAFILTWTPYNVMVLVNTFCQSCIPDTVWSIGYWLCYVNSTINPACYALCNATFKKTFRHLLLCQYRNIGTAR
CHRM4 antagonist: CHRM4 antagonism in calcium assay; actives 0.73% (n = 360,000); P08173; inhibition, % at 3 µM; CHO-hM4 cells, ACh EC80, Fluo-8 calcium fluorescence;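 active = inhibition above its plate's cutoff, the mean inhibition of sample wells plus 3 SD, cut at about 27% in these data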;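 note: 0% = acetylcholine EC80 with DMSO and 100% = DMSO without agonist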
* marks the source's active call; other numbers are inactive results; · = not tested or not shown. Compounds were not picked by outcome. Share with any hit: about 2.9%.

SMILES	CHO parental Ca	OXTR potentiator	CHO-K1 Ca antag	CHRM1 agonist	CHO-K1 Ca ag	CHRM1 antagonist	M1 PAM	CHRM4 agonist	CHRM4 antagonist
CCCCN(C(=O)CSc1nnc(Nc2ccccc2)s1)c1c(N)n(CCC)c(=O)[nH]c1=O	-14.4	-10.2	-7.9	1.1	0.0	10.3	1.6	0.5	-8.3
Cc1cccc(OCC(=O)NNC(=O)c2cc(S(=O)(=O)N(C)C)ccc2N2CCCC2)c1	-13.4	1.3	-9.2	-3.3	0.0	11.5	-1.6	0.5	15.1
CCOC(=O)c1nc2cc3n(c(C)c-2c1C)C(C)C(C)=C3C (stereo not given)	-10.1	-13.2	-3.7	-4.4	-0.3	-0.2	-7.6	-0.3	3.4
CC(=O)Nc1ccc(/C=C/c2ccc3cccc([N+](=O)[O-])c3n2)cc1	-14.6	-3.1	-4.5	-3.1	2.5	-0.3	-1.8	7.6	-6.1
Cc1ccccc1Cc1n[nH]c(=S)n1N	-6.3	-2.3	3.4	-4.9	0.2	-0.7	3.3	1.2	5.0
Fc1ccc(N2CCN(c3nnnn3-c3ccccc3)CC2)cc1	-2.5	2.7	-2.6	-0.2	2.6	-10.2	7.2	2.5	2.3
C(=N\n1cnnc1)/c1ccc(N2CCOCC2)cc1	1.5	-5.3	-3.7	-4.5	-0.1	7.8	-2.0	0.4	3.0
O=C(Nc1cccnc1)c1scc2c1OCCO2	-9.8	-5.5	-1.6	-2.3	0.2	5.7	-13.8	-0.3	4.0
C=CCn1c(CNC(=O)c2ccccc2C)nnc1SCC(=O)NC1CCCC1	-23.4	-1.9	-14.6	-4.8	-0.1	-7.1	7.1	1.3	-1.2
Cc1c(C(=O)NC2CCCCC2)oc2ccccc12	-19.7	-1.6	2.9	2.0	0.3	-17.1	14.8	-1.0	-11.4

2 compounds picked at random from the list so far, as already listed:
SMILES	CHO parental Ca	OXTR potentiator	CHO-K1 Ca antag	CHRM1 agonist	CHO-K1 Ca ag	CHRM1 antagonist	M1 PAM	CHRM4 agonist	CHRM4 antagonist
Cc1c(C(=O)NC2CCCCC2)oc2ccccc12	-19.7	-1.6	2.9	2.0	0.3	-17.1	14.8	-1.0	-11.4
CCCCN(C(=O)CSc1nnc(Nc2ccccc2)s1)c1c(N)n(CCC)c(=O)[nH]c1=O	-14.4	-10.2	-7.9	1.1	0.0	10.3	1.6	0.5	-8.3

Further results follow.
SMILES	CHO parental Ca	OXTR potentiator	CHO-K1 Ca antag	CHRM1 agonist	CHO-K1 Ca ag	CHRM1 antagonist	M1 PAM	CHRM4 agonist	CHRM4 antagonist
O=c1[nH]c2ccccc2c(=O)n1Cc1ccccc1	2.3	-9.1	-7.8	-1.8	0.9	-26.2	1.2	0.3	-1.6
COC(=O)Nc1nnc(-c2ccc(OC)cc2)s1	-10.6	-10.5	-9.4	1.7	3.7	-3.2	0.2	0.8	5.9
O=S1(=O)N=C(Oc2ccccc2)c2ccccc21	-5.1	-11.8	0.6	-5.2	0.4	-3.0	7.4	0.1	-8.5
O=C(COC(=O)/C=C/c1nc2ccccc2s1)Nc1cccc2ccccc12	-9.3	-3.2	-7.2	-3.6	0.1	-9.4	-1.5	0.2	4.2
O=C(COc1ccc(Br)cc1CO)Nc1ccccc1F	-8.5	-8.2	-11.4	-2.8	1.2	-28.0	4.4	2.8	9.0
O=C(O)c1cccc2c1C(=O)c1cc([N+](=O)[O-])ccc1-2	·	·	-10.6	-3.0	0.3	-3.7	1.5	0.4	-2.0
Cc1cccn2c(=O)c3cc(C(=O)NCCN4CCOCC4)n(C)c3nc12	-18.2	-5.2	-12.2	-3.6	1.0	-11.5	8.1	2.3	11.4
CCOC(=O)Cn1c(=NC(=O)C2CC2)sc2c(C)cc(C)cc21	-2.0	-3.9	-7.7	-5.3	0.5	-10.5	4.5	0.2	4.9
CC1=NN(C(C#N)c2ccccc2C)C(C)(C)C1 (stereo not given)	-4.3	-8.3	-8.1	-4.7	0.3	13.6	-6.7	0.6	8.3
O=C1c2cccc3cccc(c23)C(=O)N1Cc1ccco1	-17.4	-6.4	-2.2	-5.2	0.3	8.6	-0.8	1.1	0.2
O=C(CN1C(=O)c2ccccc2S1(=O)=O)NCc1cccs1	-5.5	5.0	0.2	1.7	0.7	-15.2	13.2	1.8	-1.4
CCCC(=O)Nc1cc(C)c(NC(=O)c2cccs2)cn1	-7.1	-8.9	0.3	-5.3	0.0	8.9	-3.2	1.1	2.5
C#CCOCCOCCOCCNc1nc(N2CCOCC2)nc(N2CCN(C(=O)[C@H](Cc3ccc(O)cc3)n3cc([C@@H](N)C(C)CC)nn3)CC2)n1 (stereo not given in full)	-2.6	-1.0	16.6	-4.7	-0.4	-17.0	12.7	0.8	-4.1
Cc1onc(-c2ccccc2Cl)c1C(=O)Nc1cccc(-c2nc3ncccn3c2C)c1	-19.9	-2.8	3.8	-6.5	1.9	-5.5	-0.7	8.2	7.7
COc1ccccc1N1CCN(C(=O)C(OC(C)=O)c2ccccc2)CC1 (stereo not given)	-5.6	-8.4	-10.0	-1.3	0.4	-6.5	6.5	2.0	-2.7
CCOC(=O)/C(C#N)=C/Nc1ccccc1NS(=O)(=O)c1cccc(C(C)=O)c1	17.1	-1.1	5.0	-5.1	0.5	-9.0	7.1	3.1	-1.0
CCN(CCCNC(=O)C1CCCN(S(=O)(=O)CC)C1)c1cccc(C)c1 (stereo not given)	-24.5	-9.8	-2.3	-4.8	-0.1	-3.4	10.8	0.5	-6.6
COC(=O)[C@@]1(Cc2ccccc2)[C@H]2C(=O)N(C)C(=O)[C@H]2[C@H]2CN=C(SCc3ccc(C)cc3)N21	-27.3	·	-12.6	-1.8	0.5	-15.2	6.3	1.6	3.2
O=S(=O)(NN=C1CCCCCCC1)c1ccc(Br)cc1	-10.2	-5.9	-13.4	-2.5	0.1	-23.1	4.1	-0.1	-2.6
O=C(C[C@@H]1C/C=C\C[C@@H](NC(=O)OCC2c3ccccc3-c3ccccc32)C(=O)OCCNC1=O)N[C@@H](CO)Cc1ccccc1	-13.0	-3.3	-4.0	-11.3	-0.2	-0.9	8.1	0.1	-8.5
O=C(/C=C\c1ccc2c(c1)OCO2)Nc1c2c(nn1-c1ccc(Cl)cc1)CSC2	-6.5	-0.3	-0.2	-3.6	0.4	-5.3	0.7	3.7	-19.2
CCCSC1=N/C(=C\c2ccsc2)C(=O)S1	-6.2	-14.9	-5.2	-3.2	0.0	-6.9	6.4	0.5	-5.8
COc1ccc(OC)c(N=Cc2c(O)[nH]c3ccccc23)c1	-0.2	-4.6	-25.1	-2.5	1.6	-1.9	1.8	5.2	-0.5
COc1cc(/C=N/Nc2ccc(Cl)c(C(=O)O)c2)ccc1OCC(=O)N1C(C)CCCC1C (stereo not given)	-11.6	-5.4	-13.1	1.0	0.2	-5.2	5.8	0.7	-24.9
COc1ccc(CCC(=O)OCC(=O)NC2CCCC2)cc1OC	·	·	-6.2	-2.2	0.9	-11.8	5.1	0.4	-4.1
Cc1ccc(CN(C)C(=O)CCc2c[nH]c3ccccc23)o1	-8.2	-7.0	-12.6	-4.3	1.7	-6.1	4.4	0.7	12.4
CC1(C(=O)NCC(F)(F)F)CCN1C(=O)C1(c2ccccc2)CC1 (stereo not given)	·	·	-4.1	-3.1	0.6	-8.4	1.8	1.1	-3.1
CC(=O)Nc1ccc(C(=O)CSc2nnc(Cc3ccccc3)o2)cc1	-1.4	-7.4	-15.1	0.5	4.1	-12.2	10.1	2.4	4.5
CCOC(=O)c1cc(S(=O)(=O)NCc2ccc3c(c2)OCO3)cn1C	-1.5	-5.3	-17.5	0.1	4.5	-10.5	3.9	5.5	-7.9
COc1ccc([N+](=O)[O-])cc1NS(=O)(=O)c1ccccc1	-7.2	-9.4	-9.7	-2.3	1.6	-13.3	11.9	0.5	5.8
N#Cc1c(N)nc2c(c1N)CC(=O)N2c1ccccc1-c1ccccc1	-1.3	-13.1	0.6	-1.1	0.0	-0.7	0.2	0.6	0.8
Cn1ncc(Cl)c1C(=O)Nc1ccncc1	-11.0	-11.6	-4.5	-2.6	-0.2	12.5	0.0	-0.5	-0.9
CCNC(=O)N(C)[C@H]1C[C@H]2c3[nH]c4ccccc4c3CCN2C[C@H]1[C@H](C)O	·	·	5.4	-4.5	0.7	-0.3	3.6	1.0	-4.4
CCC(=O)NC(c1ccccc1Cl)c1c(O)ccc2ccccc12 (stereo not given)	-17.5	0.0	-14.9	-12.4	1.6	-4.1	1.6	0.8	-1.4
Cn1nnnc1SCCNC(=O)C1CCC(=O)N(CCc2ccccc2)C1 (stereo not given)	-8.6	-8.7	-9.4	-3.7	0.6	1.8	1.4	0.6	-6.5
CS(=O)(=O)Nc1ccccc1-c1cccc2nccn12	·	·	-10.4	-4.0	0.2	-5.7	2.6	0.0	4.4
Cc1ccc(CNC(=O)C2CCN(S(=O)(=O)c3c(C)noc3/C=C/N(C)C)CC2)cc1	4.6	-4.2	-0.8	-1.9	0.9	-2.2	2.9	1.2	-0.5
CCOC(=O)C(/C=C(\C#N)C(=O)OCC)=C(/N)N1CCN(c2ccccc2)CC1	-19.6	-13.2	0.5	-0.8	0.7	-3.9	3.2	-0.1	3.9
Cc1c(NC(=O)C(c2ccccc2)c2ccccc2)cccc1C(=O)O	-6.5	-3.9	-4.5	0.0	-0.1	-11.1	12.4	-0.1	0.6
O=C(Nc1ccccc1)c1ccc(NC(=O)C2CC2)cc1	-3.5	-9.6	2.0	-1.4	1.0	-15.0	-4.7	2.2	0.1
CCn1c(C)c(C(C)=O)c(NCc2ccccc2)nc1=S	-12.0	0.5	16.6	-8.5	-0.7	50.5*	-21.9	0.3	10.0
CC(C)(C)NC(=O)c1cccc(NC(=O)c2ccc3c(c2)C(=O)N(C(C)(C)C)C3=O)c1	16.5	-14.0	-3.1	2.1	8.5	27.8	-17.2	19.7	0.4
O=C(NCc1cccs1)c1cccc(N2CCCC2=O)c1	23.6	-6.8	-0.6	-3.3	0.5	4.5	-1.6	0.5	-7.0
O=C(c1ccco1)N1CCN(C(=O)C2CCN(S(=O)(=O)Cc3ccccc3)CC2)CC1	-12.0	-6.5	-1.3	-4.2	0.1	-4.3	6.7	1.6	3.7
COc1ccc(-n2c(C)nc3c(cnn3-c3ccccc3)c2=O)cc1	-4.8	-10.1	-13.3	-1.2	6.0	-6.1	1.8	3.2	-4.7
CCc1cc(C(=O)OC)c(NC(=O)CN2CCN(C(=O)c3ccco3)CC2)s1	9.9	-14.1	0.7	-1.0	0.9	-8.5	10.6	1.9	-3.5
Cc1ccc(NC(=O)c2cccc(OC(F)F)c2)c(OC(F)F)c1	-22.3	-3.0	-7.4	-11.1	-0.2	1.0	5.8	0.3	-4.5
COc1cccc(-c2nc(NCCN3CCOCC3)c3ccccc3n2)c1O	-12.9	-2.2	16.7	-1.1	6.0	25.6	-7.4	13.6	16.7
Cc1ccc(OCCCC(=O)N2CCOCC2)c(C)c1	-24.1	-5.0	-10.2	-3.4	1.2	1.7	0.7	0.1	-1.8
CC(=O)NC1=NC(=O)CS1	-12.1	-4.8	-19.1	-2.4	0.4	-17.7	11.7	0.6	-3.7
